PAFAH1B2 FP inh: PAFAH1B2 (human) inhibition; inhibition, % at 3.39 µM; 1.2% of 340,000 active; recombinant PAFAH1B2, FP-rhodamine activity probe, fluorescence polarization; P68402; AID 492953;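 active = inhibition above the mean of all tested compounds plus 3 SD, cut at about 24% in these data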;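 note: 0% = enzyme with DMSO and 100% = wells lacking PAFAH1B2; many of its hits are not listed in these tables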
Target sequence (P68402 whole entry, looked up): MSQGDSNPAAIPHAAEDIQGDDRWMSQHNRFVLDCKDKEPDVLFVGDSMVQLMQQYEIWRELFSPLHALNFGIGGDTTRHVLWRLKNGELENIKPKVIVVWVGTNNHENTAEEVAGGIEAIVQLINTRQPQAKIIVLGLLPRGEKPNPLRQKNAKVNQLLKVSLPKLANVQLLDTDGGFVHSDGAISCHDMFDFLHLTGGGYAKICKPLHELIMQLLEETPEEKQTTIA
pPAFAH inh: pPAFAH (human) enzyme inhibition. Q13093. inhibition, % at 3.39 µM. recombinant pPAFAH, FP-rhodamine probe fluorescence polarization. 1.5% of 330,000 active;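 active = inhibition above the mean inhibition across the screen plus 3 SD, cut at about 25% in these data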;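 note: inhibitors block binding of the rhodamine activity-based probe so polarization drops; 0% = enzyme with DMSO and 100% = wells lacking pPAFAH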
PAFAH2 FP inh: PAFAH2 (human) inhibition. Q99487. recombinant PAFAH2, FP-rhodamine activity probe, fluorescence polarization. inhibition, % at 3.39 µM. 0.99% of 340,000 active. AID 492956;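 active = inhibition above the mean over all tested compounds plus 3 SD, cut at about 30% in these data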;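 note: inhibitors block probe labeling of enzyme so polarization drops; 0% = enzyme with DMSO and 100% = wells lacking PAFAH2 protein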
PAFAH1B3 FP inh: blocks human PAF acetylhydrolase 1B catalytic subunit 3; Q15102; recombinant PAFAH1B3, FP-rhodamine probe, fluorescence polarization; inhibition, % at 3.39 µM; 0.28% of 340,000 active;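 active = inhibition above the screen-wide average of all tested compounds plus 3 SD, cut at about 25% in these data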;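 note: 0% = enzyme with DMSO only and 100% = wells lacking PAFAH1B3 protein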
PAD4 FP inh: PAD4 (human) enzyme inhibition. Q9UM07. recombinant PAD4, RCA probe fluorescence polarization. inhibition, % at 6.36 µM. 0.41% of 330,000 active;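 active = percent inhibition above a cutoff equal to the mean of all tested compounds plus 3 SD, cut at about 15% in these data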;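 note: 0% = PAD4 with RCA probe and DMSO and 100% = probe without PAD4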
GSTO1 inh: blocks human GSTO1 in RBBP9 counter-screen; P78417; recombinant GSTO1, activity-based probe fluorescence polarization; inhibition, % at 5.96 µM; 1.1% of 300,000 active;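 active = inhibition above the campaign mean inhibition plus 3 SD, cut at about 35% in these data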;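 note: 0% = GSTO1-1 with DMSO and 100% = wells lacking GSTO1-1 enzyme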
LYPLA1 inh: counter-screen for PME1 inhibitors: inhibitors of human LYPLA1; O75608; recombinant LYPLA1, FP-Rh probe fluorescence polarization; inhibition, % at 5.9 µM; 0.16% of 320,000 active; AID 2174;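 active = inhibition above the mean of all tested compounds plus 3 SD, set per campaign, cut at about 14% in these data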;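 note: inhibitors block serine hydrolase probe labeling of LYPLA1 so polarization falls; 0% = enzyme with DMSO and 100% = wells lacking LYPLA1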
Target sequence (O75608 whole entry, looked up): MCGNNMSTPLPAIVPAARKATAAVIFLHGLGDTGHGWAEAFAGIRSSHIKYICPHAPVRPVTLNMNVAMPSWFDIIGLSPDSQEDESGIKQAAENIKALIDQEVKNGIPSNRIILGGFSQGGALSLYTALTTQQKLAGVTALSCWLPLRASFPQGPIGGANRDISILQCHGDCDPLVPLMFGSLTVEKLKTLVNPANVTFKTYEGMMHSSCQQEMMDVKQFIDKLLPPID
Fam108B inh: Fam108B inhibition, counter-screen for RBBP9 inhibitors | recombinant Fam108B, FP-Rh probe fluorescence polarization | inhibition, % at 9.51 µM | 0.33% of 300,000 active | AID 1947;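 active = inhibition above the screen mean inhibition plus 3 SD, computed separately per campaign, cut at about 18% in these data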;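 note: inhibitors lower polarization as less probe binds the enzyme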
PME-1 primary: blocks human protein phosphatase methylesterase 1 | Q9Y570 | recombinant PME-1, FP-Rh probe fluorescence polarization | inhibition, % at 5.9 µM | 0.53% of 320,000 active;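 active = inhibition above the campaign mean of all compounds plus 3 SD, cut at about 26% in these data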;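 note: competitive labeling of PME-1 active site by serine hydrolase directed probe; 0% = PME-1 with DMSO and 100% = wells lacking PME-1 enzyme; inhibitors block probe labeling so polarization falls and inhibition rises; many of its hits are not listed in these tables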
* marks the source's active call; other numbers are inactive results; x = no result given. A portion of the library; count on the stated rates, not on these rows.

SMILES	PAFAH1B2 FP inh	pPAFAH inh	PAFAH2 FP inh	PAFAH1B3 FP inh	PAD4 FP inh	GSTO1 inh	LYPLA1 inh	Fam108B inh	PME-1 primary
O=C(CSc1nnc(-c2cccnc2)o1)c1cc2ccccc2oc1=O	0	5	-7	-2	1	4	-1	5	2
CC(Sc1n[nH]c(=O)n1Cc1ccccc1)C(=O)NC1CCCCC1C (centres undefined)	1	6	5	6	-3	10	2	-3	-3
O=S(=O)(Nc1cccc(Br)c1)c1cccc2nsnc12	1	6	-2	8	4	3	2	0	4
Cc1cc(Br)ccc1NC(=O)CNC(=O)CN1C(=O)NC2(CCCCCC2)C1=O	6	1	7	6	-1	-1	0	-2	-8
N#Cc1ccc(NCC(=O)Nc2ccc3c(c2)OCCO3)cc1	8	2	0	-6	-3	-10	0	-1	-2
Cc1ccc(-c2cc(-c3ccc(F)cc3)c(C#N)c(N)n2)o1	2	8	2	-3	-9	-1	-5	2	2
CC1(C)OC(=O)C(=CNNc2c(Cl)cc(Cl)cc2Cl)C(=O)O1	5	13	26	5	-2	-4	-1	5	-1
Cc1cc(C)cc(C(=O)NCC(=O)OC(C)C(=O)N(C)c2ccccc2)c1 (centres undefined)	0	9	2	4	-2	-4	-1	-3	1
COc1nccnc1NS(=O)(=O)c1ccc(NC(=S)NC(=O)c2ccccc2)cc1	3	2	-2	7	-3	2	-3	0	-4
CC(=O)Nc1sc2c(c1C(c1ccccn1)N1CCN(C)CC1)CCCC2 (centres undefined)	10	1	0	8	-4	14	-1	1	-5
c1ccc2c(CNCCN3CCOCC3)cccc2c1	2	-1	1	-1	-1	0	1	1	-4
Cc1ccc(N2C(=O)C3C4C=CC(CC4)C3C2=O)cc1Cl (centres undefined)	7	2	-2	-1	-3	1	0	-1	-2
COC(=O)N/N=C/c1c[nH]c2ccccc12	1	0	3	-2	-1	0	0	-5	-5
CCC(=O)c1c[nH]c(C(=O)N2CCOCC2)c1	4	10	1	-2	-2	-2	0	-10	-1
CCOC(=O)Cc1ccc(NC(=O)c2ccc([N+](=O)[O-])cc2)cc1	8	3	2	7	-5	3	0	-2	-2
C(=N\n1cnnc1)/c1ccc(OC2CSC2)cc1	7	-4	-12	7	0	-2	-1	2	-1
Cc1nn(CC(=O)Nc2nccs2)c(C)c1[N+](=O)[O-]	-3	-5	-9	3	0	-2	1	-1	0
CCC(CC)CN1C(N(C)C)=NC[C@@H]1CC(C)C	-4	4	3	3	1	-7	2	3	-4
COC(=O)CC1SCCNC1=O (centres undefined)	2	-5	-2	6	-5	4	1	1	2
CN(C)C(CNC(=O)c1cccc(S(=O)(=O)NCc2ccccc2)c1)c1ccco1 (centres undefined)	6	1	-4	4	1	5	1	5	0
O=C(NC(=S)Nc1ccc(N2CCOCC2)c(Cl)c1)c1cncc(Br)c1	2	3	-1	0	-3	10	0	3	2
CC1CCN(S(=O)(=O)c2nnc(NC(=O)c3cccc(Cl)c3)s2)CC1	16	0	-6	-4	-1	-237	0	-4	-6
Cc1cc(Cl)ccc1OC(C)C(=O)OCC(=O)Nc1ccc2[nH]c(=O)[nH]c2c1 (centres undefined)	3	7	4	14	1	x	-2	x	-2
FCCCOc1ccc(/C=N/OCc2ccc(Cl)cc2)cc1	4	4	4	5	-2	-3	2	-4	-3
O=C(NCCc1ccccc1)c1ccc(CS(=O)(=O)c2ccc(Cl)cc2)o1	17	5	-3	10	3	4	-3	5	-1
COC(=O)c1ccccc1NC(=O)Cc1ccccc1OC	6	0	2	5	-6	4	-1	0	4
CCN(CC(=O)Nc1ccc(NC(C)=O)cc1)C(=O)CN1C(=O)C2CCCCC2C1=O (centres undefined)	-6	-4	1	8	-3	x	-1	x	2
CC(=O)C1C(c2ccccc2OC(F)F)NC(=O)NC1(O)C(F)(F)F (centres undefined)	8	7	-13	-2	0	0	2	-1	7
CCS(=O)(=O)N1CCN(C(=O)c2cccnc2)CC1	3	8	-4	-7	-2	-1	0	1	-2

Reformatted comma-delimited: part of the list above
SMILES,PAFAH1B2 FP inh,pPAFAH inh,PAFAH2 FP inh,PAFAH1B3 FP inh,PAD4 FP inh,GSTO1 inh,LYPLA1 inh,Fam108B inh,PME-1 primary
Cc1cc(Cl)ccc1OC(C)C(=O)OCC(=O)Nc1ccc2[nH]c(=O)[nH]c2c1 (centres undefined),3,7,4,14,1,x,-2,x,-2
Cc1cc(C)cc(C(=O)NCC(=O)OC(C)C(=O)N(C)c2ccccc2)c1 (centres undefined),0,9,2,4,-2,-4,-1,-3,1

Retrieved one by one from the entries so far:
SMILES	PAFAH1B2 FP inh	pPAFAH inh	PAFAH2 FP inh	PAFAH1B3 FP inh	PAD4 FP inh	GSTO1 inh	LYPLA1 inh	Fam108B inh	PME-1 primary
CCOC(=O)Cc1ccc(NC(=O)c2ccc([N+](=O)[O-])cc2)cc1	8	3	2	7	-5	3	0	-2	-2
Cc1cc(Cl)ccc1OC(C)C(=O)OCC(=O)Nc1ccc2[nH]c(=O)[nH]c2c1 (centres undefined)	3	7	4	14	1	x	-2	x	-2

Entries from the list above that have an aryl methoxy group, in the order listed:
SMILES	PAFAH1B2 FP inh	pPAFAH inh	PAFAH2 FP inh	PAFAH1B3 FP inh	PAD4 FP inh	GSTO1 inh	LYPLA1 inh	Fam108B inh	PME-1 primary
COc1nccnc1NS(=O)(=O)c1ccc(NC(=S)NC(=O)c2ccccc2)cc1	3	2	-2	7	-3	2	-3	0	-4
COC(=O)c1ccccc1NC(=O)Cc1ccccc1OC	6	0	2	5	-6	4	-1	0	4

High-throughput results deposited in PubChem by The Scripps Research Institute Molecular Screening Center.
